# Bioassay records deposited in PubChem by several laboratories.
# TMEM16A act: TMEM16A chloride channel activators or potentiators, primary screen, cell-based, HTS; Anoctamin-1 (Mus musculus), Q8BHY3; HEK293 TMEM16A/YFP-H148Q/I152L, iodide quench fluorescence; hits give low values; B-score at 10 µM; actives 0.3% (n = 340,000); AID 623877, 2012;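 active = fluorescence-ratio B-score plate-corrected deviation score at least 3 library SD below zero, with starting fluorescence score within 5 deviations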;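 also: channel opened by trigger with iodide after compound preincubation; score built on the fluorescence ratio of max minus min over baseline; more negative score means more quench and so TMEM16A activation or potentiation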
# TMEM16A inh: TMEM16A chloride channel inhibitors, primary screen, cell-based, HTS; Anoctamin-1 (Mus musculus), Q8BHY3; HEK293 TMEM16A/YFP iodide influx fluorescence, ionomycin; normalized B-score (activity score, 25-100; higher = stronger inhibition) at 10 µM; actives 1.2% (n = 310,000);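 active = ratio plate-corrected score three or more library SD toward inhibition, starting fluorescence score within five deviations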;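 also: score derived from kinetic fluorescence span divided by baseline fluorescence per well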
# SKKanGAS inh: S. pyogenes SKKanGAS growth inhibitors in kanamycin, primary screen, streptokinase expression inhibitor project, SKKanGAS strain, BacTiter-Glo luminescence | AID 1662, 2009 | actives 1.3% (n = 300,000) | 6 h | inhibition, % at 7.5 µM;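 active = mean replicate score, as percent of positive control median, at least 50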;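 also: strain carries kanamycin resistance gene driven by streptokinase promoter and grows in 40 µg/ml kanamycin; loss of luminescence reflects streptokinase promoter inhibition or plain growth inhibition; 0% = median of DMSO wells and 100% = positive control at its reference dose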
# RGS4 act: RGS4 potentiators or activators, primary screen, cell-based, HEK293 M3R inducible RGS4, calcium flux. carbachol calcium flux Fluo4; hits give low values. B-score at 10 µM. actives 0.92% (n = 310,000);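 active = B-score of the integrated calcium signal more than 4 SD below the library mean, with starting fluorescence not abnormally high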;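 also: negative B-score means reduced calcium response which marks RGS4 activation or potentiation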
#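 Assay system: HEK293 FlpIn-TREx cells, stable M3R, doxycycline-inducible RGS4 / Probe or stimulus: carbachol, ECmax concentration / Times: overnight RGS4 induction, 30 min dye load 37 °C, 20 min compound RT / Signal: kinetic calcium fluorescence imaging with Fluo4-AM dye, 2 µM / Measure: Agonist-evoked peak-minus-minimum fluorescence over baseline, integrated ratio, B score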
# KCNQ1 inh: inhibitors of human KCNQ1 channel, primary screen, cell-based, thallium flux, high-throughput; Potassium voltage-gated channel subfamily KQT member 1 (Homo sapiens), P51787; CHO-K1 KCNQ1, FluxOR thallium flux fluorescence; hits give high values; B-score at 10 µM; actives 1.3% (n = 310,000);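 active = compounds whose thallium flux B-score, printed positive for inhibition, exceeds three library SD while starting fluorescence stays within three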;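 also: channel opened by potassium depolarization with thallium stimulus after 20 min compound exposure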
# KCNQ1 act: potentiators or activators of KCNQ1 channel, primary screen, cell-based, thallium flux, high-throughput. Potassium voltage-gated channel subfamily KQT member 1 (Homo sapiens), P51787. CHO-K1 KCNQ1, thallium flux FluxOR fluorescence; hits give high values. B-score at 10 µM. actives 0.35% (n = 310,000). AID 2648, 2010;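 active = fluorescence ratio B-score, a plate-corrected score, at least three library SD, with initial intensity B-score within 5 SD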
#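 System: CHO-K1 cells stably expressing KCNQ1 / Medium: assay buffer for compound exposure, DMSO matched across wells / Reagent: thallium- and potassium-containing depolarizing buffer / Compound: one concentration, matched DMSO / Incubation: 20 min compound pretreatment at room temperature / Measured by: kinetic FluxOR fluorescence, 10 s baseline plus 110 s post-stimulus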
# RGS4 block: RGS4 inhibitors, primary screen, cell-based, HEK293 M3R inducible RGS4, calcium flux; Regulator of G-protein signaling 4 (Homo sapiens), P49798; Fluo-4 calcium flux; hits give high values; triggered by carbachol at its EC20; B-score at 10 µM; actives 0.45% (n = 310,000);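 active = B-score, a plate-corrected calcium signal, over three deviations above library mean, with baseline fluorescence within five deviations of library mean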;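 also: RGS4 expression induced by doxycycline in cells with stable M3 receptor; B-score is computed from the integrated fluorescence ratio over baseline after carbachol; higher B-score means a larger calcium signal and so more RGS4 inhibition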
# KCNK9 inh: KCNK9 potassium channel inhibitors, primary screen, HEK293 cells, thallium flux. Potassium channel subfamily K member 9 (Homo sapiens), Q9NPC2. FluxOR thallium flux fluorescence; hits give low values. B-score at 10 µM. actives 1.2% (n = 310,000). AID 488922, 2010;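 active = ratio B-score over 3 SD below the library mean, with starting fluorescence within 5 SD of its mean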;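 also: negative B-score means less thallium flux so channel inhibition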
# HDAC3 inh: HDAC3 deacetylase inhibitors, primary screen, biochemical, fluorescence, cell-free homogeneous; recombinant HDAC3, fluorogenic peptide/trypsin coupled; actives 0.15% (n = 320,000); Histone deacetylase 3 (Homo sapiens), O15379; inhibition, % at 8.3 µM; in the data active = inhibition above about 26%, passing the limit was not always enough
# KCNK3 block: human KCNK3 channel inhibitors, primary screen, CHO cells, FluxOR thallium flux, B-score | Potassium channel subfamily K member 3 (Homo sapiens), O14649 | FluxOR fluorescence; hits give low values | B-score at 10 µM | actives 0.84% (n = 340,000);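 active = B-score under library mean minus 4 SD, starting fluorescence ratio at most library mean plus 5 SD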;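 also: more negative B-score means stronger inhibition of thallium flux through KCNK3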
# hERG rescue: hERG rescue from dofetilide block, primary screen, cell-based, CHO-hERG, FluxOR thallium flux, dofetilide IC70; activation (rescue from dofetilide block), less the hit threshold, % at 10 µM; dofetilide IC70 present; AID 1511, 2009; actives 0.51% (n = 310,000); Voltage-gated inwardly rectifying potassium channel KCNH2 (Homo sapiens), Q12809;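 active = activation above the mean of controls blocked by dofetilide plus 5 SD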;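 also: thallium influx through hERG after potassium depolarization seen as dye fluorescence rise; in these data hits start at about 4.7%; inactives centre near -7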
# Target sequence (Q12809 whole entry, looked up): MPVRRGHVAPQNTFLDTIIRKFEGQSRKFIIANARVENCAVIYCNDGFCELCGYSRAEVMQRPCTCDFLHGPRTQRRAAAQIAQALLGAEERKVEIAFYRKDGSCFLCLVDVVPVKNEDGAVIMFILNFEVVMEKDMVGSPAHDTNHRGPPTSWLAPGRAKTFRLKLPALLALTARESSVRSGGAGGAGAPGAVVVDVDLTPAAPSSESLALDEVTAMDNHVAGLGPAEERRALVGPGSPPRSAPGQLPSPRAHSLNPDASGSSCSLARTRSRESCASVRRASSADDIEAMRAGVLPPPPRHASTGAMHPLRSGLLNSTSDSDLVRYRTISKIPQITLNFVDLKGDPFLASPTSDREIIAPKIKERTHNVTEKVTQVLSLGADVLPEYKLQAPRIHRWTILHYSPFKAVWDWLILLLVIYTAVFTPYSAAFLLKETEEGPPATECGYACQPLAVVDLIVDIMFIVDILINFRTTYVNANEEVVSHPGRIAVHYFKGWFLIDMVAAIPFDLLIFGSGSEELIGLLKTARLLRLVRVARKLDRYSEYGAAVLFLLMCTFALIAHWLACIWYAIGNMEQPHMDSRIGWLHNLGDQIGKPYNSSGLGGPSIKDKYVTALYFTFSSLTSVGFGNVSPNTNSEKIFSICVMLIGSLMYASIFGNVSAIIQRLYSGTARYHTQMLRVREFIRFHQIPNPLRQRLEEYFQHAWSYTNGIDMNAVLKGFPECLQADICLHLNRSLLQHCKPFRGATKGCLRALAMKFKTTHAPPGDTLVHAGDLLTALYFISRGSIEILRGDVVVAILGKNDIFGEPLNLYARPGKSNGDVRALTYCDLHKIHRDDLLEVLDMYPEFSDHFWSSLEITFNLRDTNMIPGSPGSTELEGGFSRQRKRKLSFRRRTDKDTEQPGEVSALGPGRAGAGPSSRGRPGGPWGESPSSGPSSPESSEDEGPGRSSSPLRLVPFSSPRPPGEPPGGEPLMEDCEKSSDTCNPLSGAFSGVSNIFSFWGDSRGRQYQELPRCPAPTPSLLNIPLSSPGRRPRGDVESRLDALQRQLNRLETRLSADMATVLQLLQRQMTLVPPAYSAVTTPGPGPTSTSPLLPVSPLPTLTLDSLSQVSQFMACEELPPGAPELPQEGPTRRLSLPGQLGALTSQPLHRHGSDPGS
# * hit, by the source's call; i = inactive; / = no result given.
SMILES,TMEM16A act,TMEM16A inh,SKKanGAS inh,RGS4 act,KCNQ1 inh,KCNQ1 act,RGS4 block,KCNK9 inh,HDAC3 inh,KCNK3 block,hERG rescue
COc1ccc(-c2nnn(Cc3ccccc3)n2)cc1OC,i,i,8,i,i,i,i,i,4,i,-5
CC(Sc1ncnc2sccc12)C(=O)Nc1ccc(C(N)=O)cc1 (stereo not drawn),i,i,-10,i,i,i,i,i,-7,i,-12
CCOc1ccccc1NC(=O)C(=O)NCCC1=CCCCC1,i,i,-7,i,i,i,i,i,0,i,-9
COc1ccc(OC2C(=O)N(Cc3ccc4c(c3)OCO4)C2c2sccc2C)cc1 (stereo not drawn),i,i,-6,i,i,i,i,i,-1,i,-4
COc1cc(/C=C2\CCOC2=O)cc(OC)c1OC,i,i,-3,i,i,i,i,i,2,i,-2
Cc1ccc(S(=O)(=O)N(C)C)cc1NC(=O)COC(=O)CCC(=O)c1ccc(F)cc1,i,i,-15,i,i,i,i,i,-5,i,-8
Cc1cccc(OCC(O)Cn2c(NCCCOC(C)C)nc3c2c(=O)[nH]c(=O)n3C)c1 (stereo not drawn),i,i,-1,i,i,i,i,i,-2,i,-14
Cc1sc(NC(=O)C2=COCCO2)nc1-c1ccc(Br)cc1,i,i,-8,i,i,i,i,i,-1,i,-12
CCOC(=O)C1CCN(C(=O)C(C)Oc2ccc(Br)cc2)CC1 (stereo not drawn),i,i,8,i,i,i,i,i,13,i,-8
CCOc1ccccc1/C=N/Nc1nc2c(N)ncnc2n1[C@H]1O[C@@H](CO)[C@H](O)[C@@H]1O,i,i,15,i,i,i,i,i,4,i,-6
COCCN(C(=S)Nc1c(C)cccc1C)C(C)c1cccnc1 (stereo not drawn),i,i,2,i,i,i,i,i,-2,i,-1
COc1ccc(C(=O)Nn2c(CC(C)C)nc3cc(OC)c(OC)cc3c2=O)c(OC)c1,i,i,5,i,i,i,i,i,6,i,-5
CNC(=O)COC(=O)c1cc(F)c(F)cc1Cl,i,i,-8,i,i,i,i,i,-8,i,-7
CCOC(=O)c1c(C)[nH]c(C)c1S(=O)(=O)N(C)CC(=O)Nc1ccccc1C,i,i,0,i,i,i,i,i,4,i,-7
CCOc1cc(/C=C\c2nc(O)c([N+](=O)[O-])c(=O)[nH]2)ccc1OC(C)C,i,i,-1,i,i,i,i,i,6,i,-3
Cc1nccn1CCCNCc1c(C(=O)N2CCCCCCC2)nc2ccc(Cl)cn12,i,i,-5,i,i,i,i,i,1,i,-7
COc1ccc(-c2nc3ccc(N4CCN(C)CC4)cc3c(=O)[nH]2)cc1,i,i,-3,i,i,i,i,i,-9,i,-6
Cc1ccc(S(=O)(=O)N2CCC(=O)N(CCO)CC2)cc1,i,i,-3,i,i,i,i,i,-2,i,-11
CCSc1nc(-c2cccs2)nc2ccccc12,i,i,-6,i,i,i,i,i,4,i,-4
Cc1ccc(S(=O)(=O)N(C)Cc2ccc(C(=O)NN=C3C4CC5CC(C4)CC3C5)cc2)cc1,i,i,-8,i,i,i,i,i,0,i,-12
CCC(CC)C(=O)Nc1cc(C)c2c(=O)oc3ccccc3c2n1,i,i,9,i,i,i,i,i,-3,i,-14
COC(=O)C1=C(C)Nc2nc3ccccc3n2C1c1cc(OC)c(OC)c(OC)c1 (stereo not drawn),i,i,0,i,i,i,i,i,-5,i,-4
CCOCCCNC(=O)C1c2ccccc2Oc2ccccc21,i,i,-2,i,i,i,i,i,-5,i,-4
CS(=O)(=O)c1ccc(Cl)c(NC(=O)C2CC(=O)N(Cc3ccco3)C2)c1 (stereo not drawn),i,i,-7,i,i,i,i,i,0,i,-11
Cc1ccc(S(=O)(=O)NCCOC(=O)Nc2sc(=S)n(C)c2C)cc1,i,i,3,i,i,i,i,i,2,i,-8
Nc1c(/C=C2\C=Nc3ccccc32)c(=O)nc2sc(CC(=O)N3CCOCC3)nn12,i,i,21,i,i,i,i,i,5,i,-6
COc1ccc(C2NC(=S)NC(C)=C2C(=O)Nc2ccccn2)cc1OC (stereo not drawn),i,i,-8,i,i,i,i,i,1,i,-8
Cc1ccc(C(CC(=O)c2ccco2)SCCO)cc1 (stereo not drawn),i,i,5,i,i,i,i,i,2,i,-7
CCCC[C@H]1COCCS(=O)(=O)N1Cc1cccc(Cl)c1,i,i,1,i,i,i,i,i,8,i,-7
N#CCSc1nnc(-c2cnccn2)n1Cc1ccccc1,i,i,6,i,i,i,i,i,4,i,-7
COC(=O)c1cc(COc2ccc3oc(C)c(C(=O)OC(C)C)c3c2)c(C)o1,i,i,0,i,i,i,i,-10*,2,i,-5
O=C(CSc1nc2ccccc2c(=O)n1-c1ccc(F)cc1F)Nc1ccc2c(c1)CCC2,i,i,4,i,i,i,i,-7.6*,8,i,-11
CCCCN(C(=O)CCC(=O)Nc1cc(C)on1)C(C(=O)NC(C)(C)C)c1cccc(OC)c1OC (stereo not drawn),i,i,6,i,i,i,i,i,2,i,-9
Cc1cc[n+](CC(=O)N2CCCc3ccccc32)cc1,i,i,-4,i,i,i,i,i,-3,i,-2
CC(=O)c1ccc(OCc2cc(C(=O)N(C)CCN3CCOCC3)no2)cc1,i,i,1,i,i,i,i,i,-1,i,-6
COCCN1CCc2c(C)nc3c(-c4ccc(OC)c(OC)c4)cnn3c21,i,i,9,i,i,i,i,i,-2,i,-14
Cc1cccc(C(=O)O/N=C/c2c(N3CCOCC3)n(C)c3ccccc23)c1,/,i,-1,i,i,i,i,i,1,/,-23
CCOC(=O)CCC(=O)Nc1ccc(S(=O)(=O)N2CCCCC2)cc1,i,i,-6,i,i,i,i,i,-6,i,-10
CCc1cc(=O)oc2c(CNCc3c(F)cccc3Cl)c(O)ccc12,i,i,3,i,i,i,i,i,-313,i,-4
Cc1ccc(OCC(=O)NNC(=O)CCc2ccccc2)c(Br)c1,i,i,-3,i,i,i,i,i,-1,i,-7
COc1ccc(NC(=O)CN(C)S(=O)(=O)c2cccc3nsnc23)cc1,i,i,-27,i,i,i,i,i,2,i,2
Oc1ccc(/C=N/NC2=NCCCCC2)c(O)c1,i,i,2,i,i,i,i,i,6,i,-1
CS(=O)(=O)Nc1ccc(Oc2ncccn2)cc1,i,i,1,i,i,i,i,i,8,i,-6
COc1ccc(-c2nn(C)c(=O)c3ccccc23)cc1CNS(C)(=O)=O,i,i,-2,i,i,i,i,i,-11,i,-4
CN(C)/C=N/c1sccc1C(N)=O,i,i,-3,i,i,i,i,i,2,i,-4
CCO[C@@H]1OC(C(=O)N2CCN(Cc3ccc4c(c3)OCO4)CC2)=C[C@H](c2ccc(C(F)(F)F)cc2)[C@H]1CCCO,i,i,13,i,i,i,i,i,18,i,-7
COc1cc(C2SCC(=O)N2CCc2ccc(OC)c(OC)c2)ccc1O (stereo not drawn),i,i,-4,i,i,i,i,i,6,i,-5
O=C(c1ccccc1)c1ccc(OCCOCCN2CCN(Cc3ccccc3)CC2)cc1,i,i,-4,i,i,i,i,i,7,i,-25
CC(C)(C)C(=O)Cn1c(NCCO)nc2ccccc21,i,i,-1,i,i,i,i,i,-1,i,-5
O=C(OCc1nc2ccccc2[n+]([O-])c1C(=O)c1ccccc1)c1cccs1,i,i,-1,i,i,i,i,i,7,i,-8
COc1ccc(-c2cn(-c3ccc(OC)cc3)c(=S)[nH]2)cc1,i,i,-14,i,i,i,i,i,-3,i,-3
O=C(Cc1ccc(Cl)cc1)NCC(=O)N1CCCCCC1,i,i,-3,i,i,i,i,i,0,i,-6
OCCN1CCN(c2ncnc3c2c(-c2ccccc2)cn3-c2ccc(Br)cc2)CC1,i,i,7,i,i,i,i,i,2,i,-18
Cc1ccc(S(=O)(=O)N(CC(=O)Nc2cccnc2)c2cccc(Br)c2)cc1,i,i,1,i,i,i,i,i,3,i,-7
COc1cc(Br)c(CC(=O)O)cc1OC,/,i,1,i,i,i,i,i,-1,/,-13
COc1ccc(S(=O)(=O)NC2CC2)cc1C(=O)N1CCOCC1,i,i,1,i,i,i,i,i,5,i,-13
CCCOc1ccc2c(=O)c(N3C(=O)c4ccccc4C3=O)c(C)oc2c1,i,i,5,i,i,i,i,i,3,i,-10
COc1ccc(CN2C(=O)c3cccnc3C2Nc2ccc(OC)c(Cl)c2)cc1 (stereo not drawn),i,i,3,i,i,i,i,i,/,i,-13
COC(=O)C1=C(C)N(C)C(=O)NC1c1ccc(C)cc1 (stereo not drawn),i,i,-15,i,i,i,i,i,3,i,-1
O=C(CSc1nnnn1-c1ccccc1)N1N=CCC1c1ccccc1 (stereo not drawn),i,i,-13,i,i,i,i,i,-2,i,-8

# Next section
SMILES,TMEM16A act,TMEM16A inh,SKKanGAS inh,RGS4 act,KCNQ1 inh,KCNQ1 act,RGS4 block,KCNK9 inh,HDAC3 inh,KCNK3 block,hERG rescue
COCCCNC(=O)Cc1c(C)c2c(cc(C)c3c(C(C)(C)C)coc32)oc1=O,i,i,-2,i,i,i,i,i,-12,i,-5
Cc1ccc(C)c(NC(=O)CSc2nnc(-c3ccco3)o2)c1,i,i,-2,i,i,i,i,i,-8,i,-2
COc1cccc(/C=N/NC(N)=S)c1OCc1ccccc1Cl,i,i,-1,i,i,i,i,i,-2,i,-8
CCN(CC)C(=O)c1ccc(-c2nnc(Nc3ccc(C(=O)N(C)C)cc3)c3ccccc23)cc1,i,i,1,i,i,i,i,i,-2,i,-10
CNC(=O)CN1C(=O)c2cccc3cccc1c23,i,i,4,i,i,i,i,i,-7,i,-5
COc1cc(/C=N/OCC(=O)Nc2cc(C)cc(C)c2)ccc1OCc1ccc(Cl)cc1,i,i,-6,i,i,i,i,i,0,i,-9
COc1cc2c(cc1OC)/C(=C/C(=O)c1ccc(OC)c([N+](=O)[O-])c1)NCC2,i,i,-1,-7.3*,i,i,i,i,-15,i,-8
